# Screening data: PubChem, National Center for Advancing Translational Sciences (NCATS)
# TrxR1 substrate = qHTS Assay for Substrates of Mammalian Selenoprotein Thioredoxin Reductase 1 (TrxR1): qHTS. AID 588456, 2011. purified TrxR1 substrate turnover, NADPH consumption readout. 0.01% of 390,000 active. Potency, µM (titrated, usually from 114 µM), for the others: at the top dose activity change, negative = substrate turnover. Thioredoxin reductase 1, cytoplasmic (Rattus norvegicus), O89049; note: potency is the fitted concentration of half-maximal effect; % is set by controls: 0 for no effect and ±100 for the full control effect; nearly all actives have a fitted effect of over 50% in size
#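 Rat TrxR1, dispensed at 90 nM, was prereduced with 400 uM NADPH (final) for 5 min at ~22 deg C, then incubated with compound 15 min before 400 uM selenite. A first-read NADPH fluorescence drop versus no-compound background flagged substrates.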
# rTrxR1 inhibitor = qHTS Assay for Inhibitors of Mammalian Selenoprotein Thioredoxin Reductase 1 (TrxR1): qHTS | recombinant rTrxR1, NADPH fluorescence consumption, selenite substrate | Potency, µM (top dose mostly 114 µM), for the others: top-dose activity change, negative = inhibition, most hits filed as inhibitors | 1% of 390,000 active; note: potency is the fitted concentration of half-maximal effect; % is set by controls: 0 for no effect and ±100 for the full control effect; nearly all actives have a fitted effect of over 65% in size
#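 Rat TrxR1 (90 nM in the dispensed reagent) was pre-reduced with 400 uM NADPH for 5 min at room temperature, then incubated with compound for 15 min. After 400 uM selenite was added, NADPH fluorescence (Ex 340/Em 450 nm) was followed for 8 min.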
# TRHR enhancer = qHTS for Small Molecule Agonists and Allosteric Enhancers of Human TRH Receptor: Primary Screen for Enhancers. Thyrotropin-releasing hormone receptor (Homo sapiens), P34981. TRHR cells, fluo-8 calcium fluorescence, EC20 TRH enhancement. enhancement, % at 2 µM. 0.66% of 360,000 active. AID 493056, 2011; in the data active = enhancement above about 30%; note: 0% is about no effect
#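 TRHR-expressing cells loaded with fluo-8 calcium dye were read kinetically (ex 480/em 530) during compound addition, then stimulated with an EC20 of TRH (10 nM final). Enhancement of the Gq-mediated intracellular calcium response was scored.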
# mIDH1 inhibitor = qHTS for Inhibitors of mutant isocitrate dehydrogenase 1 (IDH1): qHTS; IDH1-R132H enzyme, NADPH consumption, diaphorase/resazurin fluorescence; 0.093% of 390,000 active; Potency, µM (top dose mostly 76.6 µM), without a hit: at the top dose activity change, negative = inhibition, usual class: inhibitors; note: potency is the fitted concentration of half-maximal effect; % is set by controls: 0 for no effect and ±100 for the full control effect; nearly all actives have a fitted effect of over 65% in size
#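 IDH1-R132H (0.5 ug/mL dispensed) in pH 7.5 Tris buffer was preincubated 30 min with compound, then given a substrate mix of 0.016 mM NADPH and 2 mM alpha-KG for 80 min at room temperature; remaining NADPH was read by diaphorase/resazurin fluorescence.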
# PI4K2A block = qHTS for small molecular inhibitors of PI4K2A; activity change, negative = inhibition, % at 76.9 µM; 0.13% of 420,000 active; Phosphatidylinositol 4-kinase type 2-alpha (Homo sapiens), Q9BTU6; purified PI4K2A, ADP-Glo luminescence, 1 h; active compounds read low; in the data active = activity change below about -50%; inconclusive = mostly about -30% to -49%;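 note: -100% = wells without enzyme as full effect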
#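 PI4K2A activity was measured by ADP-Glo luminescence: enzyme (4 ug/mL stock) and phosphatidylinositol (1.2 mM stock) in Tris pH 7.5/MgCl2/EGTA/Triton X-100 buffer were reacted with ATP (300 microM stock) for one hour at ambient temperature.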
# D2 ag = HTS Assay for Allosteric Agonists of the Human D2 Dopamine Receptor: Primary Screen for Agonists; HEK293 T-REx D2 cells, calcium flux agonist mode; 0.53% of 340,000 active; AID 485358, 2010; activation, % at 2 µM; D(2) dopamine receptor (Homo sapiens), P14416;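 active = activation over 3 SD above normal in the single-dose calcium agonist read, cut at about 30% in these data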; note: 0% is about no effect
#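 Agonism is scored from calcium flux in a force-coupled, inducible HEK293 cell line expressing D2, read kinetically for 180 s after compound addition against dopamine controls.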
# TRHR agonist = qHTS for Small Molecule Agonists and Allosteric Enhancers of Human TRH Receptor: Primary Screen for Agonists; Thyrotropin-releasing hormone receptor (Homo sapiens), P34981; TRHR cells, calcium flux fluo-8, FDSS agonist mode; activation, % at 2 µM; 0.18% of 360,000 active; AID 493084, 2011; in the data active = activation above about 30%; note: 0% is about no effect
#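 Steps: seed TRHR cells overnight; add fluo-8 no-wash Ca dye, RT 30 min–1.5 h; record 10 s baseline; pin-transfer compounds; monitor fluorescence 1 cycle/s for the agonist window. Calcium increases flag candidate agonists.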
# D2 antag = HTS Assay for Allosteric Antagonists of the Human D2 Dopamine Receptor: Primary Screen for Antagonists. 2% of 340,000 active. inhibition, % at 10 µM. HEK293 TREx D2 cells, calcium flux, dopamine EC80. D(2) dopamine receptor (Homo sapiens), P14416; in the data active = inhibition above about 30%; note: 0% is about no effect
#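 Calcium flux kinetic readout in an inducible HEK293 TREx D2 line plated overnight at 30 C. After 180 s compound exposure, an EC80 dopamine challenge follows with another 180 s kinetic read to detect antagonism.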
# USP1-UAF1 inh = Inhibitors of USP1/UAF1: Primary Screen; Ubiquitin carboxyl-terminal hydrolase 1 (Homo sapiens), O94782; recombinant USP1/UAF1, Ub-Rhodamine cleavage fluorescence; 0.23% of 390,000 active; Potency, µM (highest dose often 57.1 µM), for the others: at the top dose activity change, negative = inhibition, hits mostly inhibitors; note: potency is the fitted concentration of half-maximal effect; % is set by controls: 0 for no effect and ±100 for the full control effect; nearly all actives have a fitted effect of over 60% in size; inactives centre near -12
# Target sequence (O94782 whole entry, looked up): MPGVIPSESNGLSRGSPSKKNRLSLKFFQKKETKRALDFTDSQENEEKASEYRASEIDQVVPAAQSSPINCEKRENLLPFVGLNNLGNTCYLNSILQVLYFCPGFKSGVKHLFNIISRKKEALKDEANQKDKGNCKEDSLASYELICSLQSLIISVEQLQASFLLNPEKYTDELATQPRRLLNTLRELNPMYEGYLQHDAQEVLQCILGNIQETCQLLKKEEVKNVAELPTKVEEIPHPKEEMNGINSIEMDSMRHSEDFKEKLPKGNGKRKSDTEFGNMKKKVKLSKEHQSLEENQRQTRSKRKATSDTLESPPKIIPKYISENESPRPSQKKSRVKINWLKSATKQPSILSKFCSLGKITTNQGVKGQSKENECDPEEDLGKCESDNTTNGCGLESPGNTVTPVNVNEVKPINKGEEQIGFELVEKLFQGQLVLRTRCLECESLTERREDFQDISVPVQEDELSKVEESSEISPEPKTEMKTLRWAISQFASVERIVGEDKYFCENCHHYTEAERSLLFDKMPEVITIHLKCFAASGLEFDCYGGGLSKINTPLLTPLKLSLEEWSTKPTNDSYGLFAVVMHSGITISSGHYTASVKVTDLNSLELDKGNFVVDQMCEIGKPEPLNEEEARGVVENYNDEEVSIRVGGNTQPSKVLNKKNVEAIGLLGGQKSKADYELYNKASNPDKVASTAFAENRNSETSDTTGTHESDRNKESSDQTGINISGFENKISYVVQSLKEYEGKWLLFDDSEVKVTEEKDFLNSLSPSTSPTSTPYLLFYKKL
#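 USP1/UAF1 complex at 1 nM was preincubated with compound for 15 min at room temperature, then Ub-Rho substrate (150nM final) was added. Fluorescence (480/540 nm) was read kinetically, 6 reads every 60 seconds.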
# * = called active by the depositor; ? = inconclusive; · = not tested or not shown; & = joins results of further samples; [ ] = dose if it differs, or a comment. Unless noted, calls come from the whole dose curve; as a rule, active = well fitted inhibition curve with a large enough effect; inconclusive = small, poorly fitted or top-dose-only effect; inactive = no such curve, though single readings can be large or run the other way. The list is partial; count on the stated rates, not on these rows.
SMILES,TrxR1 substrate,rTrxR1 inhibitor,TRHR enhancer,mIDH1 inhibitor,PI4K2A block,D2 ag,TRHR agonist,D2 antag,USP1-UAF1 inh
CC(C(=O)c1c[nH]c2ccccc12)N1CCSCC1 (stereo unspecified),16%,16%,1,6%,4,0.1,0.5,12,2%
CCn1c(=O)n(CC)c2cc([N+](=O)[O-])c(N3CCNCC3)cc21,-4%,3%[57.1 µM],0,5%,-1,0.0,0.7,-8,-20%
CCNc1nc(Cl)nc(NC(C)C)n1,6%[57.1 µM],3%[57.1 µM],0,6%,-13,·,0.7,·,-13%
COc1ccc(NC(=O)CCc2nc(C3=CCN(Cc4cccc(Cl)c4)CC3)no2)cc1OC,-1%[57.1 µM],14%[57.1 µM],-2,4%,-1,-0.1,-0.4,·,-7%
O=C1NC(=S)N(c2ccc(F)cc2)C(=O)/C1=C/c1ccccc1O,8%,?,0,-6%,-3,0.1,0.6,-17,-28%
Clc1ccc(OCC#CCN2CCOCC2)cc1,3%,-8%,-3,3%,4,0.0,0.6,10,-4%
Cc1cc(C)c(S(=O)(=O)NCC2CCC(C(=O)N3CCC4(CC3)OCCO4)CC2)c(C)c1 (stereo unspecified),7%,20%,0,2%,-2,0.2,0.8,-4,-14%
Cc1ccsc1C(=O)C1CCCN(Cc2cnn(C)c2)C1 (stereo unspecified),9%,28%[57.1 µM],-1,12%,-4,-1.4,1.2,-11,-3%
CN1Cc2cnnn2-c2ccccc2C1c1ccccc1 (stereo unspecified),1%,15%,·,-1%[38.3 µM],1,·,·,·,-34%
CC(=O)O[C@@H]1CC[C@]2(C)C3CC[C@@]4(C)C(C[C@@H](O)[C@@H]4O)C3[C@@H](OC(C)=O)C[C@H]2C1 (stereo partly specified),0%,10%,·,3%,-6,·,·,·,-28%
C=C(C)C1(CCCC)C(=O)NC(=S)NC1=O,9%[57.1 µM],7%[11.4 µM],·,3%,5,·,·,·,-19%
CN(C)c1cccc2c(C#N)ccc(N(C)C)c12,-12%[57.1 µM],18%[57.1 µM],-2,12%,1,2.4,-2.2,-19,?
O=C(Nc1ccc(F)cc1)N1CC2CC(C1)c1cccc(=O)n1C2 (stereo unspecified),8%,9%,-3,-9%,-5,0.2,0.3,5,-9%
COc1cccc(C2CCN(CC(=O)Nc3cc(Cl)ccc3OC)CC2O)c1 (stereo unspecified),14%[57.1 µM],14%[57.1 µM],3,1%,-5,0.4,-0.5,24,-19%
COC(=O)C1=C(c2ccc(F)cc2OCc2ccccc2)C[C@@H]2CC[C@H]1N2C(=O)NCc1ccccc1C(F)(F)F,7%[57.1 µM],20%[57.1 µM],-5,-5%,8,0.1,0.1,-6,-20%
CCOP(=O)(Oc1ccccc1)c1c([N+](=O)[O-])cc(C(F)(F)F)cc1[N+](=O)[O-] (stereo unspecified),-5%[57.1 µM],9%[11.4 µM],1,11%,-3,-0.3,0.5,13,-30%
O=C(O)C1CC2(Cl)C(Cl)=C(Cl)C1(Cl)C2(Cl)Cl (stereo unspecified),5%[57.1 µM],17%[57.1 µM],·,12%,-3,·,·,·,-14%
COC(=O)C1=C(c2ccc(OC(F)(F)F)cc2)C[C@@H]2CC[C@H]1N2C(=O)NC1Cc2ccccc2C1,-3%,29%,-6,-3%,-2,-0.3,-0.1,-13,-28%
Cn1c(=O)cc(OCC(=O)N2CCC3(CC2)OCCO3)c2ccccc21,0%,9%,-1,2%,-4,0.5,0.0,-14,-19%
CC(=O)Nc1cccc([As](=O)(c2cccc(NC(C)=O)c2)c2cccc(NC(C)=O)c2)c1,-3%,15%,0,1%,-10,0.6,0.6,-3,10%

# Four compounds from above, reduced to mIDH1 inhibitor:
Structure,mIDH1 inhibitor
Cc1cc(C)c(S(=O)(=O)NCC2CCC(C(=O)N3CCC4(CC3)OCCO4)CC2)c(C)c1 (stereo unspecified),2%
CCNc1nc(Cl)nc(NC(C)C)n1,6%
Clc1ccc(OCC#CCN2CCOCC2)cc1,3%
O=C1NC(=S)N(c2ccc(F)cc2)C(=O)/C1=C/c1ccccc1O,-6%

# Continuation.
SMILES,TrxR1 substrate,rTrxR1 inhibitor,TRHR enhancer,mIDH1 inhibitor,PI4K2A block,D2 ag,TRHR agonist,D2 antag,USP1-UAF1 inh
Cc1cccc(C(=O)Nc2ccc3c(c2)CC2(C(=O)N(C)C(=O)N(C)C2=O)C2CCCN32)c1 (stereo unspecified),10%,4%,4,3%,-7,-1.1,0.3,-11,-23%
COc1ccc2c3c([nH]c2c1)C(C)=NCC3,3%,29%,18,-8%,1,1.1,0.8,-46,-30%
NCC(O)c1ccc(O)cc1 (stereo unspecified),9%[57.1 µM],0%[57.1 µM],6,-11%,4&-6&-1,2.4,-0.2,32*,14%
Cc1ccc(NC(=O)c2cccn(Cc3ccccc3C)c2=O)c(C)c1,13%[57.1 µM],15%[57.1 µM],0,-6%,-2,1.0,0.5,·,-15%
COc1ccc(CN2CCCC(C(=O)c3ccccc3SC)C2)cc1O (stereo unspecified),12%[57.1 µM],36%[activator][57.1 µM],8,7%,-7,0.0,-0.1,-18,-5%
COc1cc(OC)c2c(c1)O[C@@H](c1ccc(OC)c(OC)c1)[C@H](O)C2,-17%,-24%,-8,2%,-1,-0.2,-0.6,4,9%
CC(C)N(CC(O)c1cccc([N+](=O)[O-])c1)C(C)C (stereo unspecified),3%,20%,6,-2%,-2,0.1,-0.6,-8,-6%
O=c1c2ccccc2nc(-c2ccccc2Cl)n1-c1ccc(O)cc1,9%[57.1 µM],16%[57.1 µM],6,3%,1,-0.6,0.7,1,?
CCCOC(=O)c1c(N)n(Cc2cccs2)c2nc3ccccc3nc12,183%[activator],181%[activator],1,4%,-1,1.9,-0.2,19,-26%
CN1CCc2nc(SC(C(=O)O)c3ccccc3)c(C#N)c(-c3cccs3)c2C1 (stereo unspecified),-2%,?,-5,0%,-17,0.8,0.4,-10,-7%
O=C(CN1CCN(c2ccccc2F)CC1)Nc1cccnc1Cl,-13%[57.1 µM],28%[57.1 µM],1,5%,0,3.7,0.1,-11,-10%
CCC1(CC)C(=O)C=CNC1=O,-13%,-25%,4,-2%,3&0,3.8,0.5,-8,?
CCCNC(=O)N1[C@H]2CC[C@@H]1C(C(=O)OC)=C(c1ccc(C(C)=O)cc1)C2,-4%,-13%,0,25%,-3,0.2,-0.4,-3,-25%
COC(=O)C(O)(c1ccc(NC(=O)Oc2ccccc2)cc1)C(F)(F)F (stereo unspecified),-13%,-19%,3,2%,0,0.5,0.4,-8,-3%
S=C1CN=C(c2ccccc2)c2cc(Cl)ccc2N1,-10%,?,3,4%,-3,·,-0.1,·,-8%
Cc1cccc(N2C(=O)NC(=O)/C(=C\c3cnn(-c4ccccc4)c3)C2=O)c1,4%[57.1 µM],-29%[57.1 µM],2,0%,?,0.3,0.2,4,-9%
O=C(c1cc(-c2ccc(Cl)cc2)n(-c2ccc(Cl)cc2Cl)n1)N1CCOCC1,-3%,5%,0,13%,-6,0.0,0.2,-4,-9%
NC(=O)Cn1cc(C(=O)c2ccccc2F)c2ccccc21,-2%,20%,0,1%,-2,1.5,-0.1,5,-20%
COc1ccccc1-n1c(O)c(/C=C2\C=Nc3ccccc32)c(=O)[nH]c1=O,5%,10%,10,13%,-1,0.4,0.7,0,-9%
COc1ccc(CCC(C)NCCc2ccccc2)cc1 (stereo unspecified),6%,18%,12,-7%,-2,0.7,1.9,-10,-5%
C[N+](C)(C)CC#CCN1CCCC1=O,10%[57.1 µM],23%[57.1 µM],·,-4%,-10&6,·,·,·,-15%
COc1ccc(-c2nc3ccccc3c(=O)n2-c2nccs2)cc1,-3%,-4%,-5,0%,-1,0.5,-0.5,28,-27%
C[C@H](CO)N1C[C@H](C)[C@H](CN(C)C(=O)Nc2cccc3ccccc23)Oc2c(NC(=O)c3ccc(-c4nccs4)cc3)cccc2C1=O,-1%,4%,·,11%,0,·,·,·,?
CCNc1cc(N2CCN(C)CC2)ccc1[N+](=O)[O-],-14%,-5%,-13,10%,27,-0.7,-0.4,11,-7%
O=C(Nc1cccc(Cl)c1)c1c(O)c2c(n(Cc3ccccc3)c1=O)CCCC2,·,·,3,·,·,0.9,0.2,2,·
CCN(CC)c1ccc(/C=C2\C(=O)NC(=S)N(C)C2=O)o1,-22%,-21%,-6,-7%,-4,33*,29,10,?
COC(=O)C1=C(c2cc3ccccc3s2)C[C@@H]2CC[C@H]1N2C(=O)NC(C)C,10%[57.1 µM],24%[57.1 µM],·,-4%,-3,·,·,·,18%
N/C(=N/[N+](=O)[O-])N1CCN(C(=O)Oc2ccc([N+](=O)[O-])cc2)CC1,-2%,18%,-5,2%,3,-0.6,0.8,-2,-8%
